Compound activity as filed in PubChem.
TGFb SMAD3 inh – qHTS for Inhibitors of TGF-b; HepG2 CAGA-GFP TGF-b/SMAD3 reporter, GFP fluorescence, 18 h; TGF-beta stimulated, 500 pg/mL final; Potency, µM (highest dose often 46.1 µM), without a hit: at the top dose activity, negative = inhibition, hits mostly inhibitors; 410,000 compounds, 1.2% hits; AID 588855, 2011; also: potency is read from the fitted curve at half-maximal effect; % is scaled to controls: 0 for no effect and ±100 for the full control effect; nearly all actives have a fitted effect of over 65% in size
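HEPG2 CAGA-GFP cells (1000/well, DMEM with 1% FBS) were pre-incubated 2 h at 37 degrees C, given compound by pin tool, then stimulated with TGF-beta at 500 pg/mL final for 18 h before per-cell GFP fluorescence imaging.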
Nrf2 block – Nrf2 qHTS screen for inhibitors; Potency, µM (series often up to 46 µM), for the others: at the highest dose activity change, negative = inhibition, most hits filed as inhibitors; A549 ARE-Fluc reporter, luciferase luminescence, 18-24 h; 360,000 compounds, 2.1% hits; also: potency is read from the fitted curve at half-maximal effect; % is scaled to controls: 0 for no effect and ±100 for the full control effect; nearly all actives have a fitted effect of over 60% in size
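Nrf2 activity is the BugLite luminescence, read 15 min after reagent at room temperature, following CellTiter-Fluor cytotoxicity readout (30 min, 37C). Compound titrations were applied for 18-24 h to 5000 A549 ARE_Fluc cells/well in 5% FBS OPTI-MEM.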
EPAC2 antagonist – qHTS for Antagonist of cAMP-regulated guanine nucleotide exchange factor 2 (EPAC2): primary screen; 360,000 compounds, 0.18% hits; EPAC2 GEF exchange of Rap1B-BODIPY-GDP, fluorescence; Rap guanine nucleotide exchange factor 4 (Homo sapiens), Q8WZA2; Potency, µM (highest dose often 114 µM), without a hit: top-dose activity, negative = inhibition, most hits filed as inhibitors; also: potency is read from the fitted curve at half-maximal effect; % is scaled to controls: 0 for no effect and ±100 for the full control effect; nearly all actives have a fitted effect of over 45% in size; many of its hits are not listed in these tables
Target sequence (Q8WZA2 whole entry, looked up): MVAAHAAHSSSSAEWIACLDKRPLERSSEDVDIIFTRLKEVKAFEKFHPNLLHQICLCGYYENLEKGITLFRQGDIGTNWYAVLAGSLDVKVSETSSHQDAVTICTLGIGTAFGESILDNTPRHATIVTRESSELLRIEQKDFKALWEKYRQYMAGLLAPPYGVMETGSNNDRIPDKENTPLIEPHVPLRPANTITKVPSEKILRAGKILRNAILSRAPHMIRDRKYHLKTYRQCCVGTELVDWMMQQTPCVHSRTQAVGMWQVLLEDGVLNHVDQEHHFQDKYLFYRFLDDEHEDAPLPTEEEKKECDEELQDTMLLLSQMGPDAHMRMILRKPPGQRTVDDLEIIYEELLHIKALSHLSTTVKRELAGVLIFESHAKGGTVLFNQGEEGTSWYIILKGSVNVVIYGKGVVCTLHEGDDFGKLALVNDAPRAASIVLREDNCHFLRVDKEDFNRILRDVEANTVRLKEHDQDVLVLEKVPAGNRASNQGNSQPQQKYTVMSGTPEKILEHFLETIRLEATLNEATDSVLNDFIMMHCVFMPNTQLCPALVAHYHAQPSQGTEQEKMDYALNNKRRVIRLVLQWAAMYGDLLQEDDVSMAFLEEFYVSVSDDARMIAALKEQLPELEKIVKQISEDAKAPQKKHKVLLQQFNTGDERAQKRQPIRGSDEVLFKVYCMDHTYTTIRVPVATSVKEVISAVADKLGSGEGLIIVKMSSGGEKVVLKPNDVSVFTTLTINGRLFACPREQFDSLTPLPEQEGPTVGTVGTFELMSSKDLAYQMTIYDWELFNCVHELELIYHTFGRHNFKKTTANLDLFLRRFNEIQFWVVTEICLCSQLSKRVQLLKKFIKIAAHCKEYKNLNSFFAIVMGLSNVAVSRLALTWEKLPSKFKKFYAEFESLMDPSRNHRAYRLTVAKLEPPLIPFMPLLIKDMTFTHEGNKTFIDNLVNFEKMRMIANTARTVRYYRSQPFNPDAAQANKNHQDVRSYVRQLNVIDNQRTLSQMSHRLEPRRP
CCT chaperon mod – High-Throughput Screening for Modulators of Cytosolic Chaperonin Activity. purified chaperonin ATPase assay, HTRF ADP detection, 30 min. 360,000 compounds, 0.3% hits. activity change, % (no concentration beside the values), hits read low; in the data active = activity change below about -30%; also: % is scaled to controls: 0 for no effect and ±100 for the full control effect
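TRiC at 40 or 20 nM final (batch-dependent) in 30 mM Tris pH 7.4, 100 mM KCl, 5 mM MgCl2, 1 mM DTT, with compound at single 76 uM and 10 uM ATP, 30 min at 37 deg C. ADP detected by HTRF Transcreener, 665/615 ratio.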
EPAC2 ag – qHTS for Agonist of cAMP-regulated guanine nucleotide exchange factor 4 (EPAC2): primary screen. Rap guanine nucleotide exchange factor 4 (Homo sapiens), Q8WZA2. EPAC2 activation, biochemical qHTS; response scale: 100% = 6.5 mM cAMP response. Potency, µM (series often up to 154 µM), inactives show at the top dose activation, hits mostly activators. 360,000 compounds, 0.079% hits. AID 720711, 2013; also: potency is read from the fitted curve at half-maximal effect; nearly all actives have a fitted effect of over 50% in size
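Exchange assay: 100 nM EPAC2 with 250 nM Rap1B-BODIPY-GDP and 50 uM GDP. Fluorescence (ex 480/em 540 nm) read every 5 min for 30 min at room temperature. Data normalized to 6.5 mM cAMP as agonist control.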
A549 viability – Nrf2 qHTS screen for inhibitors: counterscreen for cytotoxicity; 390,000 compounds, 0.16% hits; A549 ARE-Fluc cells, CellTiter-Fluor viability, 18-24 h; Potency, µM (highest dose often 46 µM), for inactives: at the highest dose activity change, negative = cytotoxicity, usual class: inhibitors; AID 504648, 2011; also: potency is read from the fitted curve at half-maximal effect; % is scaled to controls: 0 for no effect and ±100 for the full control effect
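A549 ARE-Fluc cells in 5% FBS OPTI-MEM, 5000 cells/well, rested 2 h then exposed to compounds in concentration-response for 18-24 h at 37 °C. Viability by CellTiter-Fluor fluorescence (Ex 405/Em 525) after 30 min; luciferase luminescence (BugLite, 15 min, RT) read afterwards.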
Nrf2 activator – qHTS of Nrf2 Activators; AREc32 ARE-luciferase reporter (MCF7-derived line), luminescence, 24 h; Potency, µM (highest dose often 46.1 µM), without a hit: at the highest dose activation, actives largely listed as activators; 410,000 compounds, 0.31% hits; AID 624171, 2012; also: potency is read from the fitted curve at half-maximal effect; % of control where 0% means no effect; nearly all actives have a fitted effect of over 65% in size
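Quantitative high-throughput format: AREc32 reporter cells, 1000 per well, received compound by pin transfer and were incubated 24 hr at 37 deg C, 5% CO2, before Steady-Glo luminescence detection.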
Akt phos inh – HTS Assay for Inhibitors of Akt Phophorylation: Primary Screen; 360,000 compounds, 0.32% hits; activity change, % for hits at 50 µM; Neuro2A IGF-stimulated pAkt S473 HTRF, 20 min; active compounds read low; in the data active = activity change below about -80%; inconclusive = mostly about -51% to -80%; also: % is scaled to controls: 0 for no effect and ±100 for the full control effect
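Neuro2A cells in DMEM with 0.5% FBS, overnight at 37 deg C, given compound at single 50 µM final, then IGF (6 nM final) for 20 min at 37 deg C. Lysed; phospho-Akt Ser473 by HTRF after 24 h, 665/615 ratio.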
MmCpn inh – Inhibitors of TCP-1 ring complex (TRiC) of Methanococcus maripaludis (MmCpn): qHTS; Potency, µM (doses to about 76.9 µM), for the others: at the top dose activity, negative = inhibition, hits mostly inhibitors; purified Mm-Cpn ATPase, ADP Transcreener TR-FRET; Chaperonin Mm-Cpn (Methanococcus maripaludis); 330,000 compounds, 0.031% hits; AID 504842, 2011; also: potency is read from the fitted curve at half-maximal effect; % is scaled to controls: 0 for no effect and ±100 for the full control effect; nearly all actives have a fitted effect of over 80% in size
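25 nM Mm-CPN + cpd, 10 min 37°C; + 10 uM ATP, 30 min 37°C; buffer 30 mM Tris pH 7.4, 100 mM KCl, 5 mM MgCl2, 1 mM DTT; Transcreener ADP HTRF detection 30 min RT.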
* hit, by the source's call; [ ] = dose if it differs, or a comment. Unless noted, calls follow the shape of the dose curve; as a rule, active = well fitted curve in the direction sought with a large enough effect; inconclusive = small, poorly fitted or top-dose-only effect, or another doubt; inactive = no such curve, though single readings can be large; an effect the other way counts as inactive or inconclusive. Only part of the results is shown; count on the stated rates, not on these rows.

For C=CCn1c(SCCN2C(=O)c3ccccc3C2=O)nc2scc(-c3ccc(F)cc3)c2c1=O the results were TGFb SMAD3 inh 27%, Nrf2 block inconclusive, EPAC2 antagonist -5%, CCT chaperon mod -1.2, EPAC2 ag -3%, A549 viability 0%, Nrf2 activator -0.3% and Akt phos inh inactive.
`CC(=O)Nc1ccc(NC(C)=C(C#N)C#N)cc1` gave TGFb SMAD3 inh 2%, Nrf2 block -12%, EPAC2 antagonist 3%, CCT chaperon mod 0.8, EPAC2 ag 1%, A549 viability 1%, Nrf2 activator -0.2%, Akt phos inh inactive and MmCpn inh 0%.
O=C(NCc1ccncc1)C(=O)NCC(c1ccco1)N1CCN(c2ccccc2)CC1 (centres undefined) was read as TGFb SMAD3 inh -1%, Nrf2 block inconclusive, EPAC2 antagonist -13%, CCT chaperon mod 1.3, EPAC2 ag -1%, A549 viability 1%, Nrf2 activator -1.8%, Akt phos inh inactive and MmCpn inh -3%.
Screening O=C(c1cccc(S(=O)(=O)N2CCOCC2)c1)N1CCN(c2ncccn2)CC1 returned TGFb SMAD3 inh -2%, EPAC2 antagonist 3%, CCT chaperon mod -1.5, EPAC2 ag 2%, Nrf2 activator -1.4% and Akt phos inh inactive.
For CN1C(=O)C(CCC(N)=O)NC1=S (centres undefined) the results were TGFb SMAD3 inh 3%, Nrf2 block 4%, EPAC2 antagonist 9%, CCT chaperon mod -0.4, EPAC2 ag 14%, A549 viability 3%, Nrf2 activator 0.1%, Akt phos inh inactive and MmCpn inh 1%.
Screening O=C(NC(c1ccc(-c2ccccc2)cc1)c1cnccn1)C1CCN(Cc2cccs2)CC1 (centres undefined) returned TGFb SMAD3 inh 13%, EPAC2 antagonist 4%, CCT chaperon mod -0.2, EPAC2 ag 10%, Nrf2 activator 5.0% and Akt phos inh inactive.
O=C(Cc1ccc(NC(=O)C2CCCN(C(=O)C3CC3)C2)cc1)Nc1cccc(C(=O)N2CCCC2)c1 (centres undefined) was read as TGFb SMAD3 inh 49%[activator], Nrf2 block -18%, EPAC2 antagonist 18%, CCT chaperon mod 0.6, EPAC2 ag 6%, A549 viability -3%, Nrf2 activator 0.8% and Akt phos inh inactive.
Screening Cc1nc2c(OCc3cc(Cl)cc(Cl)c3)cccn2c1N(C)C(=O)CCC1CCCC1 returned TGFb SMAD3 inh inconclusive, EPAC2 antagonist -24%, CCT chaperon mod -0.7, EPAC2 ag -1%, Nrf2 activator -0.5% and Akt phos inh inactive.
`COc1ccc(CNc2nn3c(-c4cccc(C(=O)N(C)C)c4)cnc3s2)cc1` gave TGFb SMAD3 inh inconclusive, EPAC2 antagonist 4%, CCT chaperon mod -3.8, EPAC2 ag 2%, Nrf2 activator 0.5% and Akt phos inh inactive.
For COC(=O)c1cc2sc(Cl)cc2n1Cc1nc(-c2ccccc2F)oc1C the results were TGFb SMAD3 inh -19%, Nrf2 block 2%, A549 viability 13% and Nrf2 activator 3.7%.
`C=C(C)c1ccc(C(C)(C)NC(=O)N(Cc2ccccc2)Cc2ccco2)cc1` gave TGFb SMAD3 inh 3%, Nrf2 block inconclusive, EPAC2 antagonist -1%, CCT chaperon mod -1.2, EPAC2 ag 10%, A549 viability 0%[1.84 µM], Nrf2 activator 0.1%, Akt phos inh inactive and MmCpn inh 2%.
CN(C)c1oc(-c2ccc(Cl)cc2)nc1S(=O)(=O)c1ccccc1 was read as TGFb SMAD3 inh -8%, Nrf2 block -6%, EPAC2 antagonist 8%, CCT chaperon mod -5.1, EPAC2 ag 8%, A549 viability -4%, Nrf2 activator -0.7%, Akt phos inh inactive and MmCpn inh 1%.
Screening NC(=O)C1=C[C@@H](C2CCCCC2)C[C@@H](OCCCCO)O1 returned TGFb SMAD3 inh -1%, Nrf2 block 13%, EPAC2 antagonist -5%, CCT chaperon mod -0.1, EPAC2 ag 3%, A549 viability 2%, Nrf2 activator -1.2% and Akt phos inh inactive.
Screening COc1ccc(C(=O)NC2CC(C)(C)Cc3c2cnn3-c2ccccc2C)c(OC)c1OC (centres undefined) returned TGFb SMAD3 inh -11%, Nrf2 block inconclusive, EPAC2 antagonist -13%, CCT chaperon mod 0.7, EPAC2 ag -5%, A549 viability -13%, Nrf2 activator 3.8%, Akt phos inh inactive and MmCpn inh -1%.
For O=c1ccc(-c2ccc(S(=O)(=O)NCc3cccc(Br)c3)s2)n[nH]1 the results were TGFb SMAD3 inh -3%, Nrf2 block inconclusive, EPAC2 antagonist 4%, CCT chaperon mod 0.1, EPAC2 ag 9%, A549 viability 0%, Nrf2 activator 0.1%, Akt phos inh inactive and MmCpn inh -8%.
`CCOC(=O)c1[nH]c2ccc(Br)cc2c1NC(=O)CNC` gave TGFb SMAD3 inh -26%, Nrf2 block -24%, EPAC2 antagonist 4%, CCT chaperon mod -0.3, EPAC2 ag 5%, A549 viability -6%, Nrf2 activator 0.6%, Akt phos inh inactive and MmCpn inh -3%.
`O=C1c2cccc3c2C2(O)c4c1cccc4C(=O)c1cccc(c12)C3=O` gave TGFb SMAD3 inh 2%, EPAC2 antagonist 4%, CCT chaperon mod 0.3, EPAC2 ag 1%, Nrf2 activator -2.4% and Akt phos inh inactive.
`COc1cccc(OCc2cc(C(=O)N3CCC(C(O)C(C)C)CC3)no2)c1` (centres undefined) gave TGFb SMAD3 inh 1%, Nrf2 block -17%, EPAC2 antagonist -6%, CCT chaperon mod 1.1, EPAC2 ag 2%, A549 viability 7%, Nrf2 activator -0.6%, Akt phos inh inactive and MmCpn inh -1%.
For Cc1ccc2[nH]c(O)c(N=Nc3ccccc3C)c2c1 the results were TGFb SMAD3 inh 1%, Nrf2 block 2%, EPAC2 antagonist -1%, CCT chaperon mod 0.6, EPAC2 ag 7%, A549 viability -13%, Nrf2 activator 13%, Akt phos inh inactive and MmCpn inh -1%.
For CC(C)OCCCn1c(-c2ccco2)nc2nc3ccccc3nc21 the results were TGFb SMAD3 inh 33%[activator], EPAC2 antagonist 12%, CCT chaperon mod 1.8, EPAC2 ag 4%, A549 viability 8%, Nrf2 activator 21%, Akt phos inh inconclusive and MmCpn inh -8%.
Screening CC(=O)c1c(N2CCN(c3cccc(Cl)c3)CC2)nc(=S)n(-c2ccccc2)c1C returned TGFb SMAD3 inh 6%, Nrf2 block inconclusive, EPAC2 antagonist -1%, CCT chaperon mod -8.8, EPAC2 ag 14%, A549 viability 6%, Nrf2 activator -0.5%, Akt phos inh inactive and MmCpn inh 0%.
COc1ccc(N2C(=O)CC(Nc3cccc(C(C)=O)c3)C2=O)cc1OC (centres undefined) was read as TGFb SMAD3 inh -7%, Nrf2 block -13%, EPAC2 antagonist -1%, CCT chaperon mod -1.2, EPAC2 ag -2%, A549 viability -5%, Nrf2 activator -0.1%, Akt phos inh inactive and MmCpn inh 0%.
Screening Cn1nc(C(=O)NCc2ccccc2)cc1C(=O)NCc1ccccc1 returned TGFb SMAD3 inh -19%, Nrf2 block -14%, EPAC2 antagonist 13%, CCT chaperon mod 2.0, EPAC2 ag 11%, A549 viability 0%, Nrf2 activator 0.6%, Akt phos inh inactive and MmCpn inh 6%.
`CCCCN1CC(=O)N2[C@H]3c4cc(C)ccc4OC[C@@H]3[C@H](C(=O)OCC)[C@]2(C)C1=O` gave TGFb SMAD3 inh 14%, Nrf2 block 1%, EPAC2 antagonist 5%, CCT chaperon mod -1.8, EPAC2 ag 8%, A549 viability 0%, Nrf2 activator -0.2%, Akt phos inh inactive and MmCpn inh -1%.
For COc1ccc(Cl)cc1NC(=O)C(C)N1CCN(C/C=C/c2ccccc2)CC1 (centres undefined) the results were TGFb SMAD3 inh inconclusive, EPAC2 antagonist -10%, CCT chaperon mod 0.2, EPAC2 ag 17%, A549 viability inconclusive, Nrf2 activator 10%, Akt phos inh inactive and MmCpn inh 0%.
`Cc1noc2ncnc(Oc3ccccc3)c12` gave TGFb SMAD3 inh -4%, EPAC2 antagonist -2%, CCT chaperon mod -0.7, EPAC2 ag 12%, A549 viability -7%, Nrf2 activator -0.4%, Akt phos inh inactive and MmCpn inh 2%.
For CCCN(CCC)C(=O)C1CCN(c2ccc(S(=O)(=O)N3CCOCC3)cc2[N+](=O)[O-])CC1 the results were TGFb SMAD3 inh inconclusive, Nrf2 block inconclusive, EPAC2 antagonist -3%, CCT chaperon mod -2.4, EPAC2 ag 6%, A549 viability -5%, Nrf2 activator -0.3%, Akt phos inh inactive and MmCpn inh -2%.
For C=CCn1c(-c2cc(OC)c(OC)c(OC)c2)n[nH]c1=S the results were TGFb SMAD3 inh -3%, EPAC2 antagonist 4%, CCT chaperon mod 0.2, EPAC2 ag -1%, A549 viability 6%, Nrf2 activator -0.7%, Akt phos inh inactive and MmCpn inh 0%.
